Source: PubChem (Sanford-Burnham Center for Chemical Genomics)
MPTP block: mitochondrial permeability transition pore inhibitors, primary screen, biochemical, isolated mouse mitochondria, absorbance; Ca2+ swelling absorbance, 30 min; inhibition, % at 10 µM; 1.4% of 360,000 active; AID 602449, 2012;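 active means inhibition of 50% or more, scaled per plate between neutral and stimulator controls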;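 further: 0% = DMSO wells given calcium and 100% = 1 mM EGTA wells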
CXCR6 inh: CXCR6 receptor inhibitors, primary screen, cell-based, beta-arrestin, luminescence, CHO-K1 PathHunter, 1536-well; AID 602244, 2012; inhibition, % at 20 µM; C-X-C chemokine receptor type 6 (Homo sapiens), O00574; 0.36% of 360,000 active; in the data active means inhibition above about 34%, passing the limit was not always enough;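 further: antagonist mode with CXCL16 agonist at 10 nM final; 0% = 10 nM CXCL16 with DMSO and 100% = unstimulated wells without agonist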
Target sequence (O00574 whole entry, looked up): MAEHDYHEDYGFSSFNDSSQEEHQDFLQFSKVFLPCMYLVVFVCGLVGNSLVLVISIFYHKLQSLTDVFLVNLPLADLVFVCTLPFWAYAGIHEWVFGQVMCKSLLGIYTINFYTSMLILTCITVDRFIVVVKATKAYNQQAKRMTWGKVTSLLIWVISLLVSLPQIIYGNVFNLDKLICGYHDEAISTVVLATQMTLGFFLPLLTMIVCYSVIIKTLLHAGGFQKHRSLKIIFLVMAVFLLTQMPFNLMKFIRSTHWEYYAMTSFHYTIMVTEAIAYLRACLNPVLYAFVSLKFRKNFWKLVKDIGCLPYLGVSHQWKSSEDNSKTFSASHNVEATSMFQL
EBI2 block: EBI2 receptor antagonists, beta-arrestin recruitment, primary screen, cell-based, luminescence, 7a,25-OHC stimulation, uHTS. G-protein coupled receptor 183 (Homo sapiens), P32249. 7a,25-OHC stimulated. inhibition, % at 5 µM. 0.81% of 360,000 active; in the data active means inhibition above about 38%;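 further: enzyme fragment complementation signal reports receptor beta-arrestin coupling in cells; 0% = agonist plus DMSO wells and 100% = wells without agonist; some results beyond the cut were filed as inactive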
Target sequence (P32249 whole entry, looked up, the tested form may be a part): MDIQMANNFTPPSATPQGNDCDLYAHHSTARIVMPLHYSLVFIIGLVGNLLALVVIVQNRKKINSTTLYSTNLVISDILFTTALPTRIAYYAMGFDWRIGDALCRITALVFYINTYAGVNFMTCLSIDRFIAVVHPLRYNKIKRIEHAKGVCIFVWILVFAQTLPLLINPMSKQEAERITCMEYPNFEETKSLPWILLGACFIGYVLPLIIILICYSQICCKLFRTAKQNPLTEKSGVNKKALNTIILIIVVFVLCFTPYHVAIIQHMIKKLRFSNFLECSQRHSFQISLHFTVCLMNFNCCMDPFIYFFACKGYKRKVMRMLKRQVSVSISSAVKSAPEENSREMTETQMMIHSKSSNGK
An asterisk follows results filed as active. Not all compounds are listed. The share of hits here may be higher or lower than overall.

SMILES	MPTP block	CXCR6 inh	EBI2 block
CC1(C(=O)NCCC#N)CCN1C(=O)C1(c2ccccc2)CC1 (stereo not drawn)	0.5	2	-7
COc1ccc(-c2nn(-c3ccccc3)cc2CNC[C@H]2O[C@@H](n3ccc(=O)[nH]c3=O)[C@H](O)[C@@H]2O)cc1	-2.2	-14	-5
CCCN(C)C1CN(Cc2cn(Cc3ccc(F)cc3)nn2)S(=O)(=O)C1 (stereo not drawn)	1.5	-3	-2
CC(=O)N1C[C@@H](CO)[C@@H](N(C)C(=O)c2ccco2)C[C@H]1c1ccccc1	0.4	-2	-8
COc1cc(Cl)ccc1OCc1cc(C(=O)N2CCN(C3CCCCC3)CC2)no1	-0.6	0	0
CCOC(=O)C1(C)CCCCN1C(=O)c1ccnc(Cl)c1 (stereo not drawn)	0.4	8	-2
CCCNC(=O)C1(C)CCCN(C(=O)c2ccccc2OC(F)(F)F)C1 (stereo not drawn)	-1.3	-4	2
CS(=O)(=O)Nc1ccc2c(c1)[C@@H]1C[C@@H](CC(=O)NCc3cccnc3)O[C@H](CO)[C@@H]1O2	-1.0	1	-11
CC(C)N1CCC(C)(C(=O)Nc2ccc(Cl)c(Cl)c2)C1 (stereo not drawn)	-0.5	-5	-9
CCc1nc2ccc(C(=O)Nc3cc(-c4ccccc4)ccc3OC)cn2c1N(C)C(=O)c1cccc(OC)c1	-2.0	11	43*
COc1ccc(C(=O)Nc2nc(OCC(F)(F)F)cnc2/C=C\c2ccccc2)c(OC)c1	-0.7	0	17
COC(=O)[C@]12CCCCC=C1N(Cc1ccc(Cl)cc1Cl)C(=O)[C@H](CC(=O)NCCCN1CCCC1=O)C2	-0.9	0	-4
O=C(Cn1cc2c(n1)CCCCC2)Nc1ccc(F)cc1F	-0.8	2	-8
CCc1nc2ccc(C(=O)NCCCN3CCCC3=O)cn2c1N(CC)CCOC	-0.5	-4	-4
CC1(C(=O)NS(=O)(=O)c2cccc(OC(F)F)c2)CCN1C(=O)C/C=C/c1ccccc1 (stereo not drawn)	2.6	-1	3
CN(C)c1ccc(-c2csc(C(O)c3cccc(Cl)c3)n2)cc1 (stereo not drawn)	2.8	-6	-5
CCCCN(C=O)c1c(CC)nc2c(OCc3ccc(Cl)cc3)cccn12	-0.2	-3	6
CNc1ccc(-c2cccc(CO)c2)cn1	-0.9	-12	-13
CC1(C(=O)Nc2ccc3[nH]ncc3c2)CCN1C(=O)CC(c1ccccc1)c1ccccc1 (stereo not drawn)	-0.9	8	48*
C=CCNc1ncnc2c1ncn2[C@H]1CN(Cc2ccccc2)C[C@@H](CO)O1	-1.8	4	8

Complete entries, looked up by structure.
Results for O=C(Cn1cc2c(n1)CCCCC2)Nc1ccc(F)cc1F → MPTP block = -0.8; CXCR6 inh = 2; EBI2 block = -8
Results for CC1(C(=O)NS(=O)(=O)c2cccc(OC(F)F)c2)CCN1C(=O)C/C=C/c1ccccc1 (stereo not drawn) → MPTP block = 2.6; CXCR6 inh = -1; EBI2 block = 3

Additional structures:
SMILES	MPTP block	CXCR6 inh	EBI2 block
Cc1ccccc1-c1cnc(C(O)c2ccc(F)c(F)c2)[nH]1 (stereo not drawn)	0.4	2	-9
CC(C)(C)C(=O)c1c(N)[nH]c(C(=O)c2ccccc2)c1-c1ccc(Cl)cc1Cl	1.8	2	6
CC1=C(C(=O)N2CCCCCC2)CC(CC(=O)NCC2CCCCC2)C(=O)N1CCCN1CCCC1=O (stereo not drawn)	0.2	8	-3
Cn1nc(C(C)(C)C)cc1C(=O)N1CCCC(c2cc(C(=O)Nc3ccccc3Cl)no2)C1 (stereo not drawn)	0.4	-3	10
CC(C)(C)c1ccc(CC(=O)N2CCC2(C)C(=O)NS(=O)(=O)Cc2ccccc2)cc1 (stereo not drawn)	0.1	-3	-9
Clc1cccc(CNc2ccn3nc(-c4ccco4)cc3n2)c1	0.3	12	18
O=C(Nc1cccc(C(=O)O)c1)/C(=C\c1ccc2c(c1)OCO2)NC(=O)c1ccccc1Br	1.2	2	-3
COc1cc(/C=N/N2CCN(Cc3ccccc3)CC2)cc(OC)c1OC	1.1	-1	-1
COc1ccc(NC(=O)CCNC(=O)c2ccccc2Cl)cc1S(=O)(=O)N1CCCCC1	-2.0	7	1
CCCCN(C=O)c1c(CC)nc2ccc(C(=O)N(C)Cc3ccco3)cn12	-0.6	-3	-5
COc1ccccc1-c1nnc(NC(=O)C2CCCN2S(=O)(=O)c2cccs2)o1 (stereo not drawn)	-0.5	6	-3
CCCCOC(=O)c1ccc(NC(=O)COC(=O)C2CC2C)cc1 (stereo not drawn)	0.1	0	-3
CC(=O)c1cccc(-c2cnc3c(NC=O)cc(-c4ccc(N(C)C)cc4)cn23)c1	2.0	7	15
C[C@H]1CN([C@@H](C)CO)C(=O)CCCn2nncc2CO[C@@H]1CN(C)C(=O)c1ccncc1	-0.7	-7	3
COc1ccc(N)cc1NC(=O)CN1CCOCC1	-0.5	-5	-11
CC1(C(=O)NS(=O)(=O)c2cccc(F)c2)CCN1C(=O)Cc1ccccc1Cl (stereo not drawn)	0.3	7	-4
CCC(CC)C(=O)N(C)c1c(C)nc2c(OCc3cc(Cl)cc(Cl)c3)cccn12	-0.3	12	17
Cc1cc(C)c2c(=O)n3c(nc2c1)C(CC(C)C)NC(=O)c1cccnc1-3 (stereo not drawn)	4.9	-14	28
O[C@@H]1C[C@H](c2ccc(Cl)cc2)N(Cc2cccs2)C[C@H]1n1cc(C2CC2)nn1	-1.4	4	5
CC1(C(=O)NS(=O)(=O)c2ccc(F)cc2F)CCN1C(=O)CC1CC1 (stereo not drawn)	-2.1	-13	-5

Given with two lines to a compound: 3 of the compounds above.
Below each compound: MPTP block, CXCR6 inh, EBI2 block
> C[C@H]1CN([C@@H](C)CO)C(=O)CCCn2nncc2CO[C@@H]1CN(C)C(=O)c1ccncc1
    -0.7, -7, 3
> COc1ccc(N)cc1NC(=O)CN1CCOCC1
    -0.5, -5, -11
> CC1(C(=O)NS(=O)(=O)c2cccc(F)c2)CCN1C(=O)Cc1ccccc1Cl (stereo not drawn)
    0.3, 7, -4

(next part)
SMILES	MPTP block	CXCR6 inh	EBI2 block
CC(=O)NCCNC(=O)C1(C)Cc2c(-c3cccc(C(N)=O)c3)ccnc2O1 (stereo not drawn)	0.2	0	-7
O=C(NCc1ccc(F)cc1)c1cc(C2CCCCN2S(=O)(=O)c2ccc(F)cc2F)on1 (stereo not drawn)	1.9	4	7
CC(=O)c1ccc(Nc2nc(C(N)Cc3ccc(Cl)cc3)cs2)cc1 (stereo not drawn)	10	-27	6
OC(c1cccc(Cl)c1)c1ncc(-c2cccc3ccccc23)[nH]1 (stereo not drawn)	4.3	2	5
C[C@@H]1CN([C@@H](C)CO)S(=O)(=O)c2ccc(Br)cc2O[C@H]1CN(C)Cc1ccccc1F	3.4	5	13
CCN(CC)C(=O)C1=C(C)N(CCCN2CCCC2=O)C(=O)C(CC(=O)NCc2cccs2)C1 (stereo not drawn)	-1.6	1	-4
COc1ccccc1CNC(=O)COC(=O)Cn1cnc2c1c(=O)n(C)c(=O)n2C	-0.1	2	-5
COc1ccccc1-c1cnc(C(O)c2ccc(F)c(F)c2)[nH]1 (stereo not drawn)	0.7	8	3
Cc1cccc(S(=O)(=O)NC(=O)C2(C)CCN2C(=O)CC2CCCCC2)c1 (stereo not drawn)	0.6	-4	-12
CC(C)n1c(=O)c2ccccc2n1Cc1cn(Cc2cccnc2)nn1	-0.4	-7	-5

EBI2 block, hit marks shown above
SMILES	MPTP block	CXCR6 inh	EBI2 block
CCc1nc2ccc(C(=O)Nc3cc(-c4ccccc4)ccc3OC)cn2c1N(C)C(=O)c1cccc(OC)c1	-2.0	11	43*
CC1(C(=O)Nc2ccc3[nH]ncc3c2)CCN1C(=O)CC(c1ccccc1)c1ccccc1 (stereo not drawn)	-0.9	8	48*

Next section:
SMILES	MPTP block	CXCR6 inh	EBI2 block
CC1(C(=O)NS(=O)(=O)c2ccccc2C(F)(F)F)CCN1C(=O)C1CCCCC1 (stereo not drawn)	0.9	0	-5
C=CCNC(=S)N1CCC2CC1c1c(Cl)cccc12 (stereo not drawn)	-1.5	1	2
Cc1cccc(C(=O)N2CCC(=O)N([C@H](COCc3ccc(Cl)cc3)Cc3ccccc3)CC2)c1	0.1	8	12
O=C1Cc2ccccc2C(=O)N1	-1.2	-4	-10
CC1(C(=O)Nc2cccc(Oc3ccccc3)c2)CCN1Cc1ccccc1Cl (stereo not drawn)	1.2	12	5
CC(C)n1c(=O)c2ccccc2n1Cc1cn(C2CCCC2)nn1	-2.5	-1	1
COc1cccc(-c2cnc(C(O)c3ccc(SC)cc3)[nH]2)c1 (stereo not drawn)	0.9	-1	15
CCC(=O)Nc1ccc(C(=O)NNC(=O)CCCCC(=O)NNC(=O)c2ccc(NC(=O)CC)cc2)cc1	-0.7	12	-3
O=C(O)c1ccccc1C(=O)Nc1ccc(Nc2ccccc2)cc1	0.4	0	0
Cc1ccc(-c2nn3c(-c4ccccc4)nnc3o2)cc1	-0.2	1	-5

Three of the entries above in order of their number in CXCR6 inh, smallest number first:
SMILES	MPTP block	CXCR6 inh	EBI2 block
COc1cccc(-c2cnc(C(O)c3ccc(SC)cc3)[nH]2)c1 (stereo not drawn)	0.9	-1	15
CS(=O)(=O)Nc1ccc2c(c1)[C@@H]1C[C@@H](CC(=O)NCc3cccnc3)O[C@H](CO)[C@@H]1O2	-1.0	1	-11
CC1(C(=O)NCCC#N)CCN1C(=O)C1(c2ccccc2)CC1 (stereo not drawn)	0.5	2	-7

(list continues)
SMILES	MPTP block	CXCR6 inh	EBI2 block
O=[N+]([O-])c1ccc2cccnc2c1	-2.4	-25	6
CC(C)C(=O)N1CCCC1(C)C(=O)Nc1ccc(F)cc1 (stereo not drawn)	1.1	0	0
COc1ccccc1CN(C)C(=O)c1cc(S(=O)(=O)N2CCCCCC2)ccc1OC	0.5	-1	3
COCCCNc1ccn2nc(-c3cccc(OCc4ccccc4)c3)cc2n1	0.9	-8	24
CCc1cccc(CC)c1N1C(=O)COCC1=O	-0.4	-7	-3
O=C1c2ccccc2S(=O)N1c1cccc(F)c1 (stereo not drawn)	-1.6	0	-3
CC(C)C[C@H]1CNC(=S)N1C[C@H]1CCCN1C[C@H](Cc1ccccc1)N1C[C@H](Cc2ccc(O)cc2)N(CC2CCCCC2)C1=S	6.2	-1	14
COc1ccc(Cn2cc(CN3CC(N4CC=CC4)CS3(=O)=O)nn2)cc1 (stereo not drawn)	0.0	-6	-13
C=CCN1C(=O)C(=Cc2ccc3c(c2)CCC3)SC1=S	1.7	4	15
CCc1cc(-c2nnn(CCC3COCCO3)c2CC)ccc1-c1cn(Cc2ccccc2)nn1 (stereo not drawn)	5.0	3	-8
CC[C@@H]1CC2=C(C(=O)OC(C)(C)O2)[C@@H](CC)O1	-1.0	2	-15
C[C@@H]1CN([C@@H](C)CO)C(=O)CCCn2nncc2CO[C@@H]1CN(C)S(=O)(=O)c1cccs1	-1.1	2	7
CCCOc1ccc(F)cc1-c1cc(C(=O)Nc2ccc(OC)c(OC)c2)[nH]n1	-0.8	5	23
Cc1ccc(Cc2c(-c3ccc(C)cc3)nc3cc(C)ccn23)cc1	-2.0	25	28
COc1cc(CN2CCC(C(=O)NC(c3ccc(F)cc3)c3ccc4ccccc4n3)CC2)cc(OC)c1 (stereo not drawn)	0.6	17	8
CCOC(=O)C1=CCN(S(=O)(=O)c2ccccc2Cl)C1c1cccc(Br)c1 (stereo not drawn)	-0.3	3	56*
Cc1cc(F)ccc1S(=O)(=O)N1CCCOC1CNC(=O)C(=O)NCCc1ccco1 (stereo not drawn)	-1.1	2	-3
O=S1(=O)CC(N2CCCCC2)CN1Cc1cn(Cc2cccc(Cl)c2)nn1 (stereo not drawn)	0.5	-10	2
O=C(NCc1cccc(C(F)(F)F)c1)c1ccc2sc([C@@H]3O[C@H](CO)[C@@H](O)[C@H]3O)nc2c1	-1.5	0	-2
COc1ccc(C)cc1NC(=O)COC(=O)Cc1c[nH]c2ccccc12	0.9	-5	-4
CCCCCCN1C[C@H](n2cc(C3CC3)nn2)[C@@H](O)C[C@@H]1c1ccc(C)cc1	-0.8	4	4
Cc1ccc(F)c(S(=O)(=O)NC(=O)C2(C)CCN2C(=O)Cc2ccc(C(C)(C)C)cc2)c1 (stereo not drawn)	-1.2	1	2
Nc1nccc(N2CCCCC2)n1	-1.8	2	6
COc1ccc(S(=O)(=O)N2CCCCC2)cc1NC(=O)C1CC1(Cl)Cl (stereo not drawn)	-0.4	-1	7
NC(c1csc(Nc2ncccn2)n1)C1CCCCC1 (stereo not drawn)	-1.0	8	-3
Cc1ccccc1CN(C)C[C@@H]1OCc2cnnn2CCCC(=O)N([C@@H](C)CO)C[C@H]1C	0.1	6	-3
CCCCCC(=O)N1C[C@@H](n2cc(-c3ccc(F)cc3)nn2)[C@H](O)C[C@@H]1c1ccc(OC)cc1	-0.7	5	25
COc1ccccc1-c1ccc([C@@H]2C[C@H]3[C@H](CON3C)CN2C(=O)c2ccc(-c3ccccc3)cc2)cc1	-0.8	5	16
CC1(Oc2cccc(Cl)c2)CCN(Cc2ccc(OC(F)(F)F)cc2)C1 (stereo not drawn)	-0.3	-2	2
